FadD28 binding = blocks FadD28 binding to the bisubstrate probe; fluorescence polarization; inhibition, % at 12.5 µM; 0.22% of 360,000 active; in the data active = inhibition above about 8.5%, passing the limit was not always enough; inconclusive = no clear call, values can overlap the other calls
Mtb BioA inh = inhibitors of Mycobacterium tuberculosis BioA enzyme. 0.096% of 360,000 active. inhibition, % at 9.99 µM. purified M. tuberculosis BioA enzyme, plate reader. AID 602481; in the data active = inhibition above about 40%; inconclusive = no clear call, values can overlap the other calls
BoNT-F LC inh = BoNT F light chain protease inhibition | AID 588497 | inhibition, % at 10 µM | 0.22% of 360,000 active | Multiplex microsphere protease cleavage assay, flow cytometry; in the data active = inhibition above about 35%, passing the limit was not always enough; inconclusive = no clear call, values can overlap the other calls; note: plate controls were buffer without enzyme for full effect and enzyme alone for no effect
Mtb UGM inh = Mtb UDP-galactopyranose mutase inhibition | purified UGM, fluorescence polarization probe displacement | inhibition, % at 10 µM | 0.06% of 320,000 active | P9WIQ1; in the data active = inhibition above about 10%, passing the limit was not always enough; inconclusive = no clear call, values can overlap the other calls
Target sequence (P9WIQ1 whole entry, looked up): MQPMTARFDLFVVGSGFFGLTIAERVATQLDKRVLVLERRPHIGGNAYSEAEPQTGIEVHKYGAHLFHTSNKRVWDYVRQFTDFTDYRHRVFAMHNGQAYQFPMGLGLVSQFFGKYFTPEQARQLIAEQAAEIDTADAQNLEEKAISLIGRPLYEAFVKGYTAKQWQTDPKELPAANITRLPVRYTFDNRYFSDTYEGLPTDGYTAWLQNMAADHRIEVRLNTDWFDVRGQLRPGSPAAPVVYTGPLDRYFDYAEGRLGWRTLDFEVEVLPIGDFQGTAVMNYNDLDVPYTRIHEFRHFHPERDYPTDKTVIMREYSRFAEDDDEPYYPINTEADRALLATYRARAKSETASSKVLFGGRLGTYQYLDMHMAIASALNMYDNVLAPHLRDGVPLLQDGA
CCHF vOTU inh = CCHFV vOTU protease inhibition; Pep-AMC fluorescence; inhibition, % at 11.5 µM; 0.55% of 370,000 active; note: 0% = vehicle wells with enzyme and 100% = no enzyme wells
BoNT A protease = inhibitors of Botulinum neurotoxin A light chain protease; multiplex microsphere protease substrate cleavage, flow cytometry; inhibition, % at 10 µM; 0.17% of 360,000 active; AID 588499; in the data active = inhibition above about 30%; inconclusive = no clear call, values can overlap the other calls; note: plate controls were buffer without enzyme for full effect and enzyme alone for no effect
PrPC TRFRET = reduces human prion protein on the cell surface. P04156. cell surface PrPC, TR-FRET read-out. inhibition, % at 13.8 µM. 0.43% of 370,000 active; in the data active = inhibition above about 24%; note: 0% = median of the test wells and 100% = reference compound wells
Mtb FBA inh = Mtb fructose-bisphosphate aldolase inhibition; purified M. tuberculosis FBA, fluorescence read-out; inhibition, % at 1 µM; 2.3% of 360,000 active; in the data active = inhibition above about 27%;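 note: 0% = vehicle and 100% = reference inhibitor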
Target sequence (P9WQA3 whole entry, looked up): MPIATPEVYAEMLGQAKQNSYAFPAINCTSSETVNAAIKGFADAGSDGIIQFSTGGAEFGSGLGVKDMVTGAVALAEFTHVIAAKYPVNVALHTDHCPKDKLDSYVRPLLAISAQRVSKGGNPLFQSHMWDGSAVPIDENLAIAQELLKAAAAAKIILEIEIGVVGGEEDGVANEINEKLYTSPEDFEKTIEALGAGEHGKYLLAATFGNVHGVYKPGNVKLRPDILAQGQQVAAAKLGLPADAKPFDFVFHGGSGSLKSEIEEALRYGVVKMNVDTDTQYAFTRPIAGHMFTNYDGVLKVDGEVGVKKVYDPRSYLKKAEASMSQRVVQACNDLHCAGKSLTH
GDH-TPI counter = inhibits GDH-TPI coupling enzymes, artifact for Mtb FBA screen | inhibition, % at 4.8 µM | GDH-TPI coupled enzyme counterscreen, NADH absorbance | 1.2% of 360,000 active;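 note: 0% = DMSO wells and 100% = wells lacking the enzyme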
* marks the source's active call; other numbers are inactive results; ? = inconclusive; · = not tested or not shown. Cut-off read from the data, not from the text of the source, unless noted: active = inhibition above about 30%; inactive = the rest.

Value order: FadD28 binding	Mtb BioA inh	BoNT-F LC inh	Mtb UGM inh	CCHF vOTU inh	BoNT A protease	PrPC TRFRET	Mtb FBA inh	GDH-TPI counter
1	CCN1C(=O)[C@H]2[C@@H](c3ccc(C)cc3)N3C(=O)N(c4cccc(C)c4)C(=O)[C@@]3(Cc3ccccc3)[C@H]2C1=O
→ -1.4	0.0	6	1.8	4	-0.3	1	3	1
2	OC[C@@H]1[C@@H](c2ccccc2)C(c2ccccc2)=NN1c1ccccc1
→ -3.7	-0.3	-1	·	-25	0.6	3	49*	3
3	CCN(CC)S(=O)(=O)c1ccc(O)c(C(=O)OCC(=O)Nc2cc(C)c(C)cc2[N+](=O)[O-])c1
→ 1.5	·	8	1.0	7	1.0	-10	3	4
4	C=C1[C@@H](OC(C)=O)CC[C@]2(C)[C@@H]1C[C@@H]1C[C@H](OC(C)=O)C(C)=C([C@@H](OC(C)=O)[C@@H]2OC(C)=O)C1(C)C
→ -3.2	-0.6	-4	1.6	15	0.3	5	-1	-1
5	COc1cc(/C=C2\C(=O)N(c3cccc(C(=O)O)c3)N=C2C)ccc1OCc1ccccc1
→ 0.4	-0.3	-1	·	-1	0.0	5	1	2
6	CC(C)(C)OC(=O)N/N=C/c1cccn1-c1ccc([N+](=O)[O-])cc1
→ -3.2	1.1	?	1.6	11	-2.5	-9	-3	10
7	CC(C)(C)c1ccc(C(=O)OCc2c(-c3ccccc3)ncc3ccccc23)cc1
→ -0.9	0.8	2	-0.8	30*	0.0	-4	0	13
8	S=C(c1cn(Cc2ccc(Br)cc2)c2ccccc12)N1CCOCC1
→ -4.5	2.4	9	-0.6	11	-0.2	-1	1	4
9	CCc1cccc(C)c1NC(=O)CSc1nnc(-c2cc3cc(Br)ccc3o2)n1CC
→ -1.6	·	·	5.0	-4	·	-2	3	10
10	CCOC(=O)C1CCCN(c2c(Nc3ccc(C)c(C)c3)c(=O)c2=O)C1 (configuration not stated)
→ -0.3	4.6	0	0.6	5	-0.5	3	2	29
11	CC(=O)NC(c1ccccc1)c1nc(-c2ccccc2C)cs1 (configuration not stated)
→ -1.3	-3.9	3	·	11	-0.1	-3	4	16
12	COc1ccc(N2CC(C(=O)Nc3nnc(Cc4ccccc4)s3)CC2=O)cc1 (configuration not stated)
→ -2.1	-1.8	6	-1.3	13	-1.6	6	0	-3
13	Cc1ccc2cc(CCl)c(Cl)nc2c1
→ -0.4	-2.2	-7	1.5	-10	0.4	-3	-2	-1
14	Cc1ccc(NC(=O)c2ccc(S(=O)(=O)N3CCCCC3)cc2)nc1
→ -0.9	1.2	-4	2.4	14	-0.4	-5	-1	-1
15	Nc1ccn(Cc2ccccc2)n1
→ -2.6	·	1	-1.9	-9	-0.3	-2	7	4

Quoted at random: 2 compounds from above
Value order: FadD28 binding	Mtb BioA inh	BoNT-F LC inh	Mtb UGM inh	CCHF vOTU inh	BoNT A protease	PrPC TRFRET	Mtb FBA inh	GDH-TPI counter
1	CCN1C(=O)[C@H]2[C@@H](c3ccc(C)cc3)N3C(=O)N(c4cccc(C)c4)C(=O)[C@@]3(Cc3ccccc3)[C@H]2C1=O
→ -1.4	0.0	6	1.8	4	-0.3	1	3	1
14	Cc1ccc(NC(=O)c2ccc(S(=O)(=O)N3CCCCC3)cc2)nc1
→ -0.9	1.2	-4	2.4	14	-0.4	-5	-1	-1

The listing picks up, repeating the 3 entries before the break.
Value order: FadD28 binding	Mtb BioA inh	BoNT-F LC inh	Mtb UGM inh	CCHF vOTU inh	BoNT A protease	PrPC TRFRET	Mtb FBA inh	GDH-TPI counter
13	Cc1ccc2cc(CCl)c(Cl)nc2c1
→ -0.4	-2.2	-7	1.5	-10	0.4	-3	-2	-1
14	Cc1ccc(NC(=O)c2ccc(S(=O)(=O)N3CCCCC3)cc2)nc1
→ -0.9	1.2	-4	2.4	14	-0.4	-5	-1	-1
15	Nc1ccn(Cc2ccccc2)n1
→ -2.6	·	1	-1.9	-9	-0.3	-2	7	4
16	COc1ccccc1NC(=O)c1ccccc1NC(=O)c1cc(Cl)ccc1NC(=O)c1ccco1
→ -1.3	-0.4	3	2.0	-1	?	-10	-1	4
17	O=C(CCn1c(=S)oc2ccccc21)NC1CCCCCCC1
→ -1.6	16	5	-4.0	32*	-1.0	3	-2	4
18	CN(C)c1ccc(C(=O)Nc2nc3c(s2)CCCC3)cc1
→ -3.3	-0.2	-12	0.1	3	-1.3	7	2	37*
19	O=C(N/N=C\c1cccc(F)c1)c1ccc(-c2ccccc2)cc1
→ -0.8	-0.8	-9	0.1	-1	-1.9	3	0	9
20	COc1cc(NC(=O)CC(C)S(=O)(=O)c2ccc3c(c2)NC(=O)CO3)cc(OC)c1OC (configuration not stated)
→ -0.5	-2.3	-7	0.8	20	0.0	-7	0	11
21	COc1ccc(C(C(=O)NC2CCCCC2)N(C(=O)Cc2c[nH]c3ccccc23)c2ccc(NC(C)=O)cc2)cc1OC (configuration not stated)
→ 0.8	-1.3	24	2.1	-1	12	-8	3	-1
22	Cc1ccc(NC(=O)C(C)N=C2NS(=O)(=O)c3ccccc32)cc1 (configuration not stated)
→ -3.6	·	-5	1.0	-15	-0.3	2	0	-12
23	Cc1ccc(-n2c3nc(=O)[nH]c(=O)c-3cc3cc([N+](=O)[O-])ccc32)cc1C
→ 0.4	·	-2	-1.8	31*	0.3	-9	0	11
24	COc1ccc2oc(C(=O)OCC(=O)Nc3cc(S(=O)(=O)N4CCOCC4)ccc3OC)c(C)c2c1
→ -6.4	-1.4	1	-0.6	-2	1.9	2	7	5
25	CC[C@]12c3[nH]c4ccc(OC)cc4c3CCN1C(=O)C(CC(=O)NCc1ccco1)C[C@@H]2C(=O)N1CCN(C(=O)C2CC2)CC1 (some centres not stated)
→ 0.4	0.7	-7	·	-5	-0.5	2	-1	0
26	COc1cc(/C=C/C(=O)O)ccc1OCc1ccc([N+](=O)[O-])cc1
→ -1.3	·	-5	3.7	-2	-0.6	2	2	4
27	CC[n+]1c(C)sc2cc(C)ccc21
→ -0.2	-0.2	-4	1.8	1	3.9	4	2	-5
28	CCOc1ccccc1NC(=O)CN1CCC(NC(=O)c2ccccc2)CC1
→ -2.3	25	-7	-1.6	-8	0.0	-3	0	12
29	CC1CCC(NC(=O)c2cccc(S(=O)(=O)NCc3ccccc3)c2)CC1 (configuration not stated)
→ -1.7	·	-8	-2.5	16	0.3	8	-1	-2
30	C=CCOc1cccc(C2NC(=O)c3ccccc3O2)c1 (configuration not stated)
→ 0.7	-2.0	-7	1.5	-8	-0.5	8	5	-4
31	OC(COc1ccc(Cl)cc1)CN1CCC(Cc2ccccc2)CC1 (configuration not stated)
→ -2.0	-3.8	1	-2.6	18	-0.2	-5	3	0
32	CCOC(=O)N1CCC(Nc2c([N+](=O)[O-])cc(C(=O)O)cc2[N+](=O)[O-])CC1
→ ·	-1.4	10	-2.1	11	-0.1	-28	-7	1
33	COc1ccc(CNC(=O)[C@@H](NC(=O)C2CCN(C(=O)[C@@H](N)CCSC)CC2)C(C)C)cc1
→ -1.7	0.2	-16	-2.2	-3	-0.5	0	11	16
34	Cc1ccccc1CN1CCCC(C(=O)N2CCCCC2)C1 (configuration not stated)
→ -1.4	-0.5	-6	-0.1	4	0.0	-8	4	8
35	O=C(COC(=O)COc1ccc(Cl)cc1)Nc1ncc(Br)s1
→ 0.0	0.0	-2	·	-7	0.4	1	2	9
36	CC(=O)Nc1ccc(NC(=O)Cc2ccc(S(=O)(=O)N3CCCCC3)cc2)cc1
→ -0.8	-2.8	6	·	-4	-1.6	2	0	7
37	N#Cc1cnc(Nc2ccc(F)cc2)nc1N
→ -3.9	-1.0	?	-1.3	-1	-3.8	3	-2	-9
38	O=C(Cc1coc(-c2ccc(F)cc2)n1)NCc1ccccc1
→ -0.6	-1.8	-4	-0.8	5	-0.3	1	2	-3
39	COc1ccc(N2CCN(C(=O)c3cc4c(C)nc5ccccc5c4o3)CC2)cc1
→ -2.8	0.2	0	0.4	14	1.0	3	-2	2
40	CC1=NN(c2ccc(Cl)cc2)C(=O)/C1=C\c1cccn1-c1ccc(S(N)(=O)=O)cc1
→ 0.7	·	-9	-2.0	6	-0.4	8	-8	7
41	C=CCNC(=O)CN(c1cc(Cl)ccc1OC)S(=O)(=O)c1ccc(C)c([N+](=O)[O-])c1
→ 0.5	·	-9	-0.6	16	0.2	-10	0	4
42	O=C(Nc1cccn(Cc2ccccc2)c1=O)NC1CCCCC1
→ -2.1	-1.0	-13	0.3	3	0.8	4	6	5
43	COc1ccc(NS(=O)(=O)c2ccc(N3CCOCC3)c(NC(=O)C(C)C)c2)cc1
→ -4.8	0.2	4	-1.8	-2	1.2	10	1	-10
44	[O-][N+](=C(c1ccccc1)c1ccccc1)c1ccccc1
→ -4.7	5.5	0	·	1	-0.2	-5	0	1
45	Cc1ccn(CCC(=O)NC2CC(C)(C)Cc3c2cnn3-c2ccccc2C)n1 (configuration not stated)
→ -1.8	0.3	3	-2.9	6	-0.9	5	1	-5
46	COc1ccc(N2CCN(C(=O)CC(NC(N)=O)c3cccc(Oc4ccccc4)c3)CC2)cc1 (configuration not stated)
→ -0.8	0.3	-6	-6.1	8	-1.8	-2	-1	-5
47	CC(C)(C)Nc1scc(-c2ccccc2)[n+]1-c1ccccc1
→ -0.7	·	3	0.3	0	-0.4	1	0	-2
48	CCOc1ccc(N(CC(=O)Nc2c(C)n(C)n(-c3ccccc3)c2=O)S(=O)(=O)c2ccccc2)cc1
→ -1.6	·	-2	0.6	-3	-0.8	-6	3	0
49	COCCC(=O)N(Cc1ccc2c(c1)OCO2)C(C(=O)NC1CCCCC1)c1ccncc1 (configuration not stated)
→ -5.8	-1.2	4	-0.2	7	0.2	-7	-8	-10
50	COc1cccc(C(=O)Nc2ccc(NC(=O)C(C)C)nc2)c1
→ -3.0	-0.5	-24	2.2	6	0.7	6	-15	13
51	CCCC(=O)Nc1nnc(-c2ccccc2)o1
→ -2.3	-0.6	-5	-2.4	-6	0.9	-2	5	8
52	CC(=O)c1cccc(NC(=O)Nc2cccnc2)c1
→ -2.9	16	10	-0.4	-11	-0.1	1	4	11
53	c1cc(-c2nnc3n2CCCCC3)ccn1
→ -3.4	0.0	4	-0.5	-11	-0.1	-7	0	11
54	CCOC(=O)c1cccc(NC(=O)c2cnccn2)c1
→ -6.1	8.3	-4	0.0	26	-0.6	3	-2	-2
55	CC(C)(C)[C@H]1COC(=O)CCCC/C=C\C[C@H](CC(=O)N(CCO)Cc2ccccc2)C(=O)N1
→ -3.4	0.4	-4	·	-4	-0.1	1	-2	4
56	COc1ccc(C(=O)NNC(=O)CCC(=O)NNC(=O)c2ccc(OC)cc2)cc1
→ 0.5	·	1	-0.1	5	3.6	3	1	11
57	CC(C)OC1(c2ccccc2)OC(=O)c2ccccc21 (configuration not stated)
→ -0.6	5.0	0	-2.5	-3	-1.2	-1	1	9
58	CCOC(=O)c1sc(NC(=O)c2ccoc2C)c(C(N)=O)c1C
→ -6.3	2.2	-9	0.9	-1	0.1	2	0	8
59	COc1ccccc1-n1cc(CN2CCN(CC=C(C)C)C(CCO)C2)cn1 (configuration not stated)
→ -3.2	0.4	-12	0.9	3	-0.8	-1	1	5
60	CCOc1ccc(CN2CCC(n3nccc3NC(=O)CCCc3ccccc3)CC2)cc1
→ -3.4	4.3	0	6.5	6	-2.1	-14	5	-1
61	NC(=O)C1CCN(c2nc(-c3ccccc3)nc3ccccc23)CC1
→ 0.2	7.0	-2	-1.2	7	0.1	-5	2	17
62	OC(COc1ccccc1)CN1CCCC1 (configuration not stated)
→ -0.8	·	-1	-1.2	3	0.5	2	-1	-1
63	CCC(=O)Nc1sc2c(c1C#N)CC(C)(CC)OC2 (configuration not stated)
→ 0.3	-1.1	6	1.3	9	3.0	6	-1	13
64	COc1cccc(NC(=O)CN(c2ccccc2OC)S(=O)(=O)c2cccs2)c1
→ -2.8	1.4	-10	2.8	15	-0.6	6	1	-5
65	Cc1ccc(NC(=O)NC2CCN(CC(=O)Nc3nccs3)CC2)cc1
→ -2.8	-0.4	0	-0.6	-7	-0.7	-5	1	-5
66	CCn1nnnc1-c1ccc(OC)c(S(=O)(=O)Nc2ccccc2OC)c1
→ -3.9	·	2	·	9	-0.3	2	-3	-2
67	O=c1c(C(c2ccccc2)c2c(O)sc3ccccc3c2=O)c(O)sc2ccccc12
→ -6.4	3.0	-12	1.3	-13	0.4	2	-4	1
68	CCOCCCNC(=O)CCc1ccc(-n2cnc3cccnc32)cc1
→ 0.3	-0.4	-37	0.5	6	-8.2	5	4	3

Assay outcomes from PubChem.
